RSV antiviral HEp-2: RSV antiviral activity via CPE protection, HEp-2 cells, primary 10 µM value included (AID 2391); CPE inhibition, % at 10 µM; hits with a dose series show IC50 in µM; 310,000 compounds, 0.13% hits; HEp-2 cells, RSV-induced CPE inhibition; higher % means a stronger effect; in the data active = a potency from the dose series; inconclusive = CPE inhibition mostly from about 23% at the one dose, without a potency; inactive = the rest, 99 in 100 with CPE inhibition below about 21%; note: strong numbers were not always called active
ER stress rescue: rescue of cells from ER stress-induced death, primary screen, 384-well, CSM14.1, thapsigargin, ATP luminescence (AID 1222); 190,000 tested, under 10 active; CSM14.1 thapsigargin-induced death rescue, ATP luminescence; higher % means a stronger effect; one-dose cellular ATP content (survival), % at 20 µM; EC50 in µM for titrated hits;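 active = EC50 below 50 µM in the dose-response confirmation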;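 note: death triggered by thapsigargin at about 15 µM added after 2 h compound pretreatment; cell ATP read after overnight thapsigargin exposure of roughly 18 to 22 hours; normalized against plate controls of thapsigargin alone and 5% DMSO vehicle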
Large T inhibition: SV40 large T antigen inhibitors, biochemical (AID 1903). SV40 large T antigen ATPase/helicase inhibition assay; higher % means a stronger effect. inhibition, % at 20 µM, or IC50 in µM where a hit was titrated. 310,000 compounds, 0.39% hits; in the data active = a potency from the dose series; inconclusive = inhibition mostly from about 32% at the one dose, without a potency; inactive = the rest, 99 in 100 with inhibition below about 32%; note: strong numbers were not always called active
West Nile virus CPE: West Nile virus antiviral activity, cell-based, CPE readout (AID 1621). West Nile virus-infected cells, CPE inhibition; higher % means a stronger effect. CPE inhibition, % at 10 µM, or IC50 in µM where a hit was titrated. 290,000 compounds, 0.02% hits; in the data active = a potency from the dose series; inconclusive = CPE inhibition mostly from about 3.7% at the one dose, without a potency; inactive = the rest, 99 in 100 with CPE inhibition below about 2.2%; note: strong numbers were not always called active
PhoP inhibition: inhibitors of PhoP regulon expression, primary screen, Salmonella Typhimurium, GFP reporter (AID 1863) | inhibition, % at 50 µM; hits with a dose series show IC50 in µM | S. Typhimurium PhoP-regulated promoter GFP reporter, 4 h; higher % means a stronger effect | 300,000 compounds, 0.16% hits;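 active = inhibition over 29.93%, a cutoff 3 SD above the screen mean, later confirmed by dose response; inconclusive = inhibition over 29.93% but no dose response follow-up; inactive = inhibition at most 29.93% or unconfirmed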;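 note: 0% = low Mg2+ inducing control and 100% = high Mg2+ repressing control; strong numbers were not always called active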
Ins promoter up: insulin promoter activators in MIN6 cells, imaging, high-content screening, mouse beta cells. MIN6 insulin promoter-GFP reporter; active compounds read high. z-score at 5 µM. 190,000 compounds, 0.3% hits. AID 1625, 2009;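 active = z-score above 3 at 5 µM with at least 500 cells counted in the well; inconclusive = wells under 500 cells, flagged as cytotoxic or low count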
TNAP activation fold: human TNAP enzyme activators, primary screen, biochemical, luminescent, no phosphate acceptor, uHTS (AID 1001). 200,000 compounds, 0.03% hits. Alkaline phosphatase, tissue-nonspecific isozyme (Homo sapiens). activation fold at 20 µM; hits with a dose series show EC50 in µM. purified TNAP, luminescent activation assay, no phosphate acceptor; higher activation fold means a stronger effect; in the data active = activation fold from about 3, or a potency from the dose series; inactive = the rest, 99 in 100 with activation fold below about 1.6; note: many of its hits are not listed in these tables
PMI inhibition: human PMI inhibitors, high substrate, primary screen, biochemical, fluorescence intensity, high mannose 6-phosphate (AID 1220) | recombinant PMI enzyme, coupled fluorescence intensity; higher % means a stronger effect | inhibition, % at 20 µM; hits with a dose series show IC50 in µM | 190,000 compounds, 0.66% hits
PMI inhibitors: inhibitors of human PMI, primary screen, biochemical, fluorescence intensity, coupled assay (AID 1209); Mannose-6-phosphate isomerase (Homo sapiens); purified PMI enzyme, coupled fluorescence intensity; higher % means a stronger effect; one-dose inhibition, % at 20 µM; IC50 in µM for titrated hits; 190,000 compounds, 0.42% hits;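 note: plate controls were DMSO vehicle for no effect and wells lacking substrate for full effect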
Ins promoter up cell count: further read-out of Ins promoter up, marked with its call; cell count; measured here: cytotoxicity, nuclei count;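 total cells summed across four imaged fields per well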
Starred values were filed as active, the others as inactive; ? = inconclusive; · = not tested or not shown. Cut-off read from the data, not from the text of the source, unless noted: active = inhibition above about 50%; inactive = the rest.

SMILES	RSV antiviral HEp-2	ER stress rescue	Large T inhibition	West Nile virus CPE	PhoP inhibition	Ins promoter up	Ins promoter up cell count	TNAP activation fold	PMI inhibition	PMI inhibitors
O=C(O)C1CC=CCC1C(=O)NCc1ccc2c(c1)OCO2 (centres undefined)	1.0%	-1.0%	5%	0.7%	-9%	-0.02	1216	1.1	-4%	-4%
COCC(C)NC(=O)c1cc(-c2ccccc2OC)on1 (centres undefined)	0.9%	-0.9%	22%	0.5%	-2%	0.23	1537	1	-7%	-15%
Cn1c(=O)cc(OCCCC(=O)NCCC2=CCCCC2)c2ccccc21	2.4%	0.3%	7%	0.0%	-3%	0.07	1153	1.1	-2%	-6%
Cc1ccn2c(Nc3ccc4c(c3)OCO4)c(-c3ccccn3)nc2c1	6.3%	-0.3%	16%	-0.1%	-30%	0.78	1168	2.1	13%	14%
CC(C)(C)n1nc2c(c1NC(=O)Cc1ccc([N+](=O)[O-])cc1)CS(=O)(=O)C2	1.3%	·	21%	-0.1%	3%	·	·	·	·	·
COc1cccc(-c2cc(C(=O)N3CCN(C(c4ccccc4)c4ccccc4)CC3)no2)c1	-2.6%	2.4%	2%	-0.2%	-14%	-1.2	1386	1.2	4%	13%
COc1ccc(C(=O)C(Cc2cc(C(C)=O)ccc2OC)N2CCCC2)cc1 (centres undefined)	0.1%	0.3%	5%	-0.3%	-13%	-0.97	1366	1.1	2%	5%
CC/C(=N\NC(=O)c1ccc(Br)cc1)c1ccccc1	0.8%	-1.2%	26%	0.8%	-7%	0.66	1411	1.1	-10%	-5%
CCN(CC)S(=O)(=O)c1ccc2c(c1)nc(SCn1nnc3ccccc3c1=O)n2CC	0.8%	-0.8%	10%	?	-5%	-0.87	1103	1.1	-2%	10%
COc1ccc(CC(=O)OCC(=O)Nc2ccc(Cl)cn2)cc1	3.1%	-0.9%	24%	-0.3%	2%	0.96	899	1.1	-2%	3%
COc1ccc(OC)c(S(=O)(=O)NCc2cccnc2)c1	1.0%	-3.6%	2%	-0.1%	7%	0.09	1382	1.1	6%	8%
Cc1ccc(-c2cc(C(=O)Nc3nn[nH]n3)c3ccccc3n2)c(C)c1	0.0%	-0.4%	17%	·	-1%	0.55	1607	1.1	-9%	-2%
CCN(CC)CCNC(=O)c1cccc(NC(=O)C(=O)c2ccccc2NC(C)=O)c1	11%	·	2%	-0.5%	-8%	-0.42	1283	1	2%	0%
Cc1cc(C(=O)OCC(=O)N(C)C2CCS(=O)(=O)C2)c(C)n1-c1ccccc1 (centres undefined)	0.3%	-1.9%	0%	0.1%	-6%	·	·	1.1	-2%	3%
CC(C)NC(=O)/C(C#N)=C/c1cccc(NC(=O)c2ccccc2Cl)c1	1.1%	-4.7%	9%	-0.7%	9%	-0.39	1387	1.1	-2%	0%
O=C(CCN1CCN(c2ccccc2)CC1)NNC(=S)Nc1ccccc1	1.2%	-0.6%	10%	-1.1%	-10%	0.6	1542	2.5	18%	6%
O=C(CSc1nnc(SCc2ccc(Cl)cc2)s1)N1CCN(C(=O)c2ccco2)CC1	1.7%	-0.7%	15%	-0.8%	5%	-0.33	1720	1	4%	7%
CC1C(O)=C(c2nc3ccccc3[nH]2)C(=N)N1c1ccccc1 (centres undefined)	·	-3.2%	8%	1.1%	7%	-0.43	941	1.2	-2%	6%
O=C1C(C=NCCCN2CCOCC2)=C(O)c2ccccc21	0.4%	1.1%	1%	0.0%	8%	0.62	1119	1.1	-2%	-3%
COc1cccc(Cn2cnc3c([N+](=O)[O-])c(C)c(C)cc32)c1	16%	-0.5%	22%	-0.5%	0%	-0.06	1333	1.1	2%	6%
CCC(C)(C)NC(=O)C(c1cccc(OC)c1OC)N(C(=O)CCC(=O)Nc1cc(C)on1)C(C)C (centres undefined)	0.1%	·	5%	-0.7%	8%	·	·	·	·	·
Cc1cc(C)nc(SCC(=O)N2CCOCC2)n1	-0.1%	0.3%	0%	0.3%	9%	0.32	910	1.1	6%	8%
COC(=O)C1=C[C@@H](C(=O)OC)C2C3=C(C(=O)C24CCCCC4)[C@H](C)n2c(=O)n(C)c(=O)n2[C@@H]3C1 (some centres undefined)	-0.1%	·	8%	-0.1%	-4%	·	·	·	·	·
O=C(Nc1ccc2c(c1)OCCO2)C1CCCN(S(=O)(=O)c2cccnc2)C1 (centres undefined)	-0.8%	-2.2%	0%	-0.2%	-5%	-0.9	1850	1.1	7%	6%
COc1ccc(O)c(-c2cn[nH]c2-c2cccs2)c1	0.2%	-1.6%	19%	-0.5%	8%	0.16	1188	1.1	13%	15%

Fetched by compound from above (six):
SMILES	RSV antiviral HEp-2	ER stress rescue	Large T inhibition	West Nile virus CPE	PhoP inhibition	Ins promoter up	Ins promoter up cell count	TNAP activation fold	PMI inhibition	PMI inhibitors
O=C1C(C=NCCCN2CCOCC2)=C(O)c2ccccc21	0.4%	1.1%	1%	0.0%	8%	0.62	1119	1.1	-2%	-3%
CC1C(O)=C(c2nc3ccccc3[nH]2)C(=N)N1c1ccccc1 (centres undefined)	·	-3.2%	8%	1.1%	7%	-0.43	941	1.2	-2%	6%
Cc1cc(C)nc(SCC(=O)N2CCOCC2)n1	-0.1%	0.3%	0%	0.3%	9%	0.32	910	1.1	6%	8%
COc1cccc(-c2cc(C(=O)N3CCN(C(c4ccccc4)c4ccccc4)CC3)no2)c1	-2.6%	2.4%	2%	-0.2%	-14%	-1.2	1386	1.2	4%	13%
COc1ccc(C(=O)C(Cc2cc(C(C)=O)ccc2OC)N2CCCC2)cc1 (centres undefined)	0.1%	0.3%	5%	-0.3%	-13%	-0.97	1366	1.1	2%	5%
CC(C)NC(=O)/C(C#N)=C/c1cccc(NC(=O)c2ccccc2Cl)c1	1.1%	-4.7%	9%	-0.7%	9%	-0.39	1387	1.1	-2%	0%

Continuation.
SMILES	RSV antiviral HEp-2	ER stress rescue	Large T inhibition	West Nile virus CPE	PhoP inhibition	Ins promoter up	Ins promoter up cell count	TNAP activation fold	PMI inhibition	PMI inhibitors
CCn1cc(C(=O)O)c(=O)c2cc(F)c(N3CCN(C(=S)NC(=O)c4ccc(F)c(F)c4)CC3)cc21	-0.5%	1.1%	4%	-0.9%	47µM*	2.4	1474	1	3%	8%
COc1cccc(NC(=O)Nc2ccc(CC(=O)O)cc2)c1	-0.4%	-1.1%	-2%	1.0%	1%	-0.45	1219	1	-2%	-2%
O=C(NCCc1ccccc1)c1ccc(CS(=O)(=O)c2ccc(Cl)cc2)o1	1.7%	-2.7%	8%	-0.2%	2%	0.87	1221	1.1	-2%	-2%
CC(C)CCNC(=O)CN(CC1CCCO1)C(=O)CCC(=O)Nc1nccs1 (centres undefined)	1.9%	0.2%	-1%	0.2%	-7%	0.16	1081	1	8%	5%
CC(C)CC(=O)Nc1ccc(S(=O)(=O)N2CCCC2)cc1	3.2%	·	12%	-1.0%	-3%	·	·	·	·	·
CCNc1nc(NCC)n2c(SCC(=O)O)nnc2n1	1.6%	0.3%	-6%	0.1%	20%	0.23	1216	1	0%	6%
Cc1ccc(-c2cc(C(F)F)n3ncc(C(=O)NN4CCCCC4)c3n2)cc1	8.4%	0.0%	10%	-0.8%	7%	-3.1	1109	1.1	-5%	-4%
CNc1ccccc(-c2ccc3cc4c(cc3n2)OCO4)c1=O	0.3%	-1.9%	19%	-0.2%	-40%	0.34	1265	1.1	29%	-20%
CN(CCc1ccccc1)C1CCCN(S(=O)(=O)N(C)C)C1 (centres undefined)	-0.2%	·	6%	0.3%	-1%	·	·	·	·	·
O=C(O)CCn1c(SCc2ccccc2)nc2ccccc21	-0.1%	·	7%	0.7%	-8%	0.07	1342	1.2	3%	11%
O=c1[nH]c2cc(Cl)cc(Cl)c2[nH]c1=O	15%	-1.1%	8%	-0.9%	-11%	0.7	1341	1.2	38%	15%
O=C(NCCN1CCOCC1)/C(=C/c1ccccc1)NC(=O)c1ccccc1	0.4%	·	-2%	-0.2%	2%	·	·	·	·	·
O=C(NCc1ccc(F)cc1)c1cc(-c2ccncc2)nc2ccccc12	0.4%	·	-3%	-0.8%	2%	·	·	·	·	·
CCOc1cccc(-c2c(C(=O)N/N=C/c3ccc(C)o3)nnn2-c2nonc2N)c1	0.9%	·	14%	-0.6%	-8%	·	·	·	·	·
COc1cccc(-c2nc(CS(=O)CC(=O)NCc3ccc(F)cc3)c(C)o2)c1 (centres undefined)	0.0%	·	10%	-0.3%	-6%	·	·	·	·	·
CC(C)C1C(c2ccccc2)N(C)C(c2ccccc2)CC1(O)c1ccccc1 (centres undefined)	30%	1.1%	16%	1.2%	17%	-0.64	962	1.1	10%	16%
CN1CCc2c(c3c(n2C)CCN(C)[C@H]3c2ccccc2F)[C@@H]1c1ccccc1F	·	0.3%	-5%	0.4%	0%	1.2	1529	1.1	-8%	-3%
COc1ccc(/C=C(/NC(C)=O)C(=O)O)cc1	-0.6%	-3.4%	-2%	·	-4%	-0.38	1541	1.1	6%	11%
O=C(C1CCN(C2CCN(C/C=C/c3ccccc3)CC2)CC1)N1CCOCC1	-1.6%	-0.4%	2%	0.0%	-9%	-0.12	1358	1	3%	5%
